# Screens from PubChem BioAssay.
# EBV LMP1 NFkB = inhibitors of Epstein-Barr LMP1-induced NF-kappaB reporter. LMP1-induced NF-kappaB luciferase reporter cells, luminescence. inhibition, % at 12.5 µM. actives 0.69% (n = 350,000). AID 504558; in the data active = inhibition above about 41%;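 note: 0% = neutral control wells and 100% = reference inhibitor control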
# Vif inh = inhibitors of HIV Vif | HEK293T cells, Vif self-association by quenched fluorescence, imaging, 24 h | inhibition, % at 7.49 µM | actives 0.35% (n = 340,000); in the data active = inhibition above about 50%, passing the limit was not always enough; note: some results filed as inactive read as strong as hits
# COUP-TFII inh = inhibitors of human COUP-TFII (NR2F2); actives 0.7% (n = 370,000); HEK293T NGFI-A luciferase reporter, luminescence; P24468; inhibition, % at 8.6 µM;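 active = inhibition above a per-plate cutoff, mean inhibition of test wells between control levels plus 3 SD, cut at about 38% in these data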;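 note: cells cotransfected with COUP-TFII expression vector driving the NGFI-A reporter; 0% = median of COUP-TF2 test wells and 100% = reporter-only cells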
# Target sequence (P24468 whole entry, looked up): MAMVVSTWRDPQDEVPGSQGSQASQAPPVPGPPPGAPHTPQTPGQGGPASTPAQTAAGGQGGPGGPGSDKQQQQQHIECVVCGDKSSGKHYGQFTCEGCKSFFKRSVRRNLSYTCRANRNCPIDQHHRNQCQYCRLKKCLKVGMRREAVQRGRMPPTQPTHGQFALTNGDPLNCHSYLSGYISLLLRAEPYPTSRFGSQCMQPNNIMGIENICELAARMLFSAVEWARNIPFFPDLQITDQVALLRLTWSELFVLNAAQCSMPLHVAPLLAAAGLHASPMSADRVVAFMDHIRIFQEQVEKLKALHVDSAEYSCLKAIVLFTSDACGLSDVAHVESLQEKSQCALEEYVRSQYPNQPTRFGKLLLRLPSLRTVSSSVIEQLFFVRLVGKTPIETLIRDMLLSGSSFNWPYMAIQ
# NOD2 RIPK2 PPI = NOD2-RIPK2 protein interaction inhibition; actives 0.38% (n = 360,000); inhibition, % at 4.98 µM; CHO BLA complementation NOD2-RIPK2, CCF4 ratio; in the data active = inhibition above about 21%;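 note: 0% = vehicle only and 100% = reference blocker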
# Target sequence (O43353 whole entry, looked up): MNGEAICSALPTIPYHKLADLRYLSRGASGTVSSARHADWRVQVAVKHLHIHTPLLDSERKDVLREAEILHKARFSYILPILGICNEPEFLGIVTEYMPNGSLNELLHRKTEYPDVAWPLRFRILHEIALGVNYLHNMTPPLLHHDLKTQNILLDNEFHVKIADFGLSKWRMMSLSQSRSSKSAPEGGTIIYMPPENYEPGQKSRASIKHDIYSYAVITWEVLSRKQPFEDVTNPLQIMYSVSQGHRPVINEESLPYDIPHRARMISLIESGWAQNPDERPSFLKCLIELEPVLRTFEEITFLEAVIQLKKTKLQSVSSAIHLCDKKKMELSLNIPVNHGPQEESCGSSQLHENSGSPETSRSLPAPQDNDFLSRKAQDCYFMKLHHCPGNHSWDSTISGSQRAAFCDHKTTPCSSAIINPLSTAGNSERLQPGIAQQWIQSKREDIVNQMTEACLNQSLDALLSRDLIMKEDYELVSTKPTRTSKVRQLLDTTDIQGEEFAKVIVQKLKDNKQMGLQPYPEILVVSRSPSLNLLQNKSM
# TROY NFkB inh = blocks TROY-dependent signaling in reporter cells. Q293 LMP1-TROYcd NF-kB luciferase reporter, 4 h. inhibition, % at 10 µM. actives 0.98% (n = 360,000). AID 1347056;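 active = compounds whose plate-normalised and pattern-corrected inhibition of the luciferase reporter signal at the single screening dose is 50% or more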
# LRH-1 inv ag = NR5A2 inverse agonism in reporter assay. O00482. HEK293T StAR-luciferase reporter, LRH-1 transfected, 24 h. inhibition, % at 3.6 µM. actives 0.13% (n = 360,000). AID 602396;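 active = inhibition above the mean inhibition of all tested compounds plus 3 SD, cut at about 73% in these data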;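 note: 0% = DMSO wells and 100% = reporter-only cells lacking LRH-1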
# C8 TRAIL sens = sensitizes caspase-8 expressing cells to TRAIL | inhibition (viability loss, TRAIL sensitization), % at 10 µM | NB7+C8 cells + TRAIL, ATPlite viability luminescence | actives 1% (n = 360,000);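 active = compounds causing at least 50% loss of cell viability in the single-dose screen, relative to plate controls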
# NCOA3 inh = inhibits human SRC3 coactivator. AID 588352. Q9Y6Q9. HEK293 GAL4-SRC3 luciferase reporter, luminescence. inhibition, % at 3.6 µM. actives 0.17% (n = 360,000);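 active = inhibition above a per-campaign cutoff, the mean of all compounds plus 3 SD, cut at about 60% in these data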;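 note: 0% = DMSO-treated cells and 100% = gossypol-treated cells at 36 µM; higher means less SRC3-driven luciferase light from the GAL4 reporter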
# NCOA1 inh = inhibits human SRC1 coactivator; Q15788; HEK293 GAL4-SRC1 luciferase reporter, luminescence; inhibition, % at 3.6 µM; actives 0.12% (n = 360,000); AID 588354;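 active = inhibition above the campaign mean plus 3 SD, with each screening campaign given its own cutoff, cut at about 60% in these data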;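 note: 0% = DMSO treated cells and 100% = gossypol at 36 µM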
# TLR9-MyD88 block = inhibitors of human TLR9-MyD88 binding | CHO BLA complementation TLR9-MyD88, CCF4 FRET ratio | actives 0.21% (n = 340,000) | Q9NR96+Q99836 | inhibition, % at 4.98 µM;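 active = inhibition above the mean over all tested compounds plus 3 SD, cut at about 21% in these data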;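 note: 0% = DMSO only wells and 100% = clavulanate BLA inhibitor control wells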
# NCOA2 inhibitor = human SRC2 (NCOA2) inhibition; Q15596; HEK293 GAL4-SRC2 luciferase reporter, luminescence; inhibition, % at 9 µM; actives 0.17% (n = 370,000);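 active = inhibition above the mean inhibition of all tested compounds plus 3 SD, set per campaign, cut at about 52% in these data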;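 note: 0% = DMSO treated cells and 100% = cells given Gossypol at 36 µM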
# An asterisk follows results filed as active; / = not tested or not shown. Only part of the results is shown (hit frequency here may not be typical).
SMILES,EBV LMP1 NFkB,Vif inh,COUP-TFII inh,NOD2 RIPK2 PPI,TROY NFkB inh,LRH-1 inv ag,C8 TRAIL sens,NCOA3 inh,NCOA1 inh,TLR9-MyD88 block,NCOA2 inhibitor
CC(C)C12CN3CCN(CC(C3)C1O)C2 (stereo not drawn),-1.1,-1.2,-4.2,4.4,7.8,23.2,-2.7,15.4,4.2,1.6,14.1
CC(=O)OCC12CC(OC(=O)CC(C)C)C(C)=CC1OC1C(O)C(OC(C)=O)C2(C)C12CO2 (stereo not drawn),88.4*,10.2,91.5*,22.9*,82.1*,98.1*,56.5*,94.6*,95.1*,-10.1,77.1*
CCN(CC)c1ccc(/C=C2\C(=O)NC(=O)N(Cc3ccco3)C2=O)cc1,2.2,18.2,-10.0,-10.2,-1.6,11.5,-4.9,16.1,-18.3,6.8,9.9
CC12CCC3C(CC=C4CC(O)CCC43C)C1CC(=CN1CCOCC1)C2=O (stereo not drawn),5.1,-6.4,7.7,-10.8,-11.3,13.0,3.6,-1.6,-14.1,-2.1,12.4
CC(=O)N1N=C2C3CCN(CC3)C2C1c1ccc(C)cc1 (stereo not drawn),-3.4,11.5,6.7,2.5,-4.7,-3.8,28.3,6.0,7.1,4.5,-0.5
Nc1ccc(CC2=NCCN2)cc1,5.2,-4.0,-2.0,-7.1,5.1,24.6,0.3,-11.6,-16.0,0.1,-3.0
COc1cc(OC)c(OC)cc1/C=C1/C(=O)NC(=O)N(Cc2ccccc2)C1=O,2.1,3.9,11.8,4.8,-10.6,11.2,6.4,23.0,21.7,-2.1,27.5
COC(=O)C1=C(c2ccc(F)cc2OCc2ccccc2)C[C@@H]2CC[C@H]1N2C(=O)N1CCC(O)CC1,4.4,1.9,/,9.0,-10.4,7.5,-6.1,3.7,-17.3,-5.5,/
Cn1cc(C(=O)OCC(=O)NC2CCCC2)c2ccccc21,-2.0,-4.3,-0.1,-4.1,-14.3,-15.7,-0.8,5.4,-28.0,-8.6,26.5
O=c1[nH]c(=S)n(C2CC2)c(O)c1C=Nc1cccc(C(F)(F)F)c1,1.2,-10.7,1.1,4.6,-12.8,-13.5,-9.0,12.1,-5.5,-4.1,24.6
C1=C(c2ccccc2)CCNC1,5.7,10.5,-21.9,-6.4,-12.8,-14.4,6.5,23.0,8.0,5.4,6.2
COC(=O)C1=C(C(=O)OC)C2c3ccccc3C1c1ccccc12,3.9,23.0,20.2,-5.7,4.7,6.5,14.2,7.3,-29.6,-10.1,36.7
CCOP(=O)(OCC)C(O)c1ccc(OC)c(OC)c1 (stereo not drawn),1.5,6.6,-16.9,-0.2,-11.1,-16.0,1.1,6.2,-6.5,1.2,7.5
CC(C)c1ccc(-n2c(O)c(C=NCCN3CCNCC3)c(=O)[nH]c2=S)cc1,-1.9,-11.8,26.3,-13.4,9.1,-7.7,-14.1,-5.8,11.0,-0.5,1.9
COC(=O)C1=C(c2ccc(OC)c(OC)c2)C[C@@H]2CC[C@H]1N2C(=O)NCc1cc(C)oc1C(F)(F)F,-1.0,-4.4,1.5,-6.8,1.5,-11.9,-0.3,24.7,-3.4,-0.5,-17.2
C(=NC12CN3CN(CN(C3)C1)C2)c1cccs1,-3.7,8.7,9.5,3.5,12.0,-1.9,-11.3,11.3,3.5,1.4,10.5
O=c1[nH]c(=O)n(-c2cccc(Cl)c2)c(O)c1C=NCCN1CCCCC1,-7.3,-1.5,-10.1,-0.3,8.5,11.9,-14.4,-3.7,4.0,0.2,6.7
CC1OC(NCCc2ccccc2)C(O)C(O)C1O (stereo not drawn),-5.4,-6.5,-22.8,7.9,-8.7,8.1,-11.8,-6.0,-23.8,5.9,7.1
N#Cc1cn(C2OC(CO)C(O)C2O)c2ncnc(N)c12 (stereo not drawn),-181.3,-2.1,47.2*,-1.4,51.7*,96.6*,30.9,55.2,44.8,-5.8,61.1*
O=P(O)(O)/C=C(\Cl)c1ccccc1,-0.8,5.9,1.8,-31.2,1.3,5.3,-3.6,2.9,-0.4,0.8,-3.4
CC(=NCc1ccco1)c1c(O)n(-c2ccc(Cl)cc2)c(=O)[nH]c1=O,0.6,-2.9,-10.7,-10.3,8.9,13.7,-9.8,24.9,16.9,-5.6,-10.5
CC12CN3CC(C)(CN(C1)C3c1ccco1)C2=O (stereo not drawn),-2.2,-5.0,13.3,-8.0,17.8,-12.0,-6.4,-7.1,-1.2,4.9,-13.2
CN1CCc2nc3sc(C(=O)NC(C)(C)C)c(N)c3cc2C1,4.4,-1.1,-9.6,-6.6,-4.2,-16.2,-17.5,4.3,-9.7,-0.6,-3.1
COc1ccc(-n2c(O)c(C(C)=NCC3CCCO3)c(=O)[nH]c2=O)cc1 (stereo not drawn),-3.0,-4.8,8.0,-13.0,-3.7,-0.6,-16.5,23.3,6.0,-2.2,-2.1
C=CCn1c(O)c(C(CC)=Nc2ccc3c(c2)CCC3)c(=O)[nH]c1=O,6.8,-3.7,-0.7,-1.8,-16.5,-7.1,-4.9,11.8,3.6,0.7,-16.8
# Additional compounds follow.
SMILES,EBV LMP1 NFkB,Vif inh,COUP-TFII inh,NOD2 RIPK2 PPI,TROY NFkB inh,LRH-1 inv ag,C8 TRAIL sens,NCOA3 inh,NCOA1 inh,TLR9-MyD88 block,NCOA2 inhibitor
CC(=O)Nc1ccccc1C(=O)OCc1ccc(C(=O)c2ccccc2)cc1,-4.2,/,22.8,-6.4,4.3,-8.2,8.3,19.0,12.9,0.8,24.4
S=C(NCCc1ccccc1)N1Cc2cc(N3CCOCC3)ccc2-n2nncc2C1,/,2.0,-6.3,3.0,-7.0,17.9,9.6,-6.5,5.9,/,-15.1
O/N=C1/C(=C\c2ccccc2)N2CCC1CC2,-4.2,5.4,-1.2,-11.4,17.1,15.4,-2.9,12.1,5.8,-3.9,-1.6
COc1ccc(OCC(=O)N2CCCC(N3CCN(c4ccccc4C)CC3)C2)cc1 (stereo not drawn),17.7,-18.2,1.5,-9.1,11.8,20.1,0.0,-1.8,15.0,-0.2,11.7
O/N=C1\CCC2CN(C3CCCCC3)CC2C1 (stereo not drawn),2.8,0.8,-2.7,-2.6,15.3,0.6,-13.1,15.5,10.7,2.4,-7.2
CCCCCCn1c(O)c(C=NCCN2CCOCC2)c(=O)[nH]c1=O,-7.7,4.3,7.9,-14.9,-1.9,4.7,-6.3,6.6,1.2,-3.4,17.3
Cc1ccc2nc3c(cc2c1)CC1(C(=O)N(C)C(=O)N(C)C1=O)C1COCCN31 (stereo not drawn),7.8,0.1,2.7,-0.1,-11.6,-21.1,16.7,-6.7,-50.7,3.3,-4.4
COc1ccc(CC2(CCc3ccccn3)C(=O)NC(=O)N(c3ccccc3C)C2=O)cc1OC (stereo not drawn),-2.2,-6.1,13.5,-6.0,0.1,-0.3,1.4,-4.3,-10.6,-0.1,-19.2
CC(C)OP(=O)(OC(C)C)C(O)c1ccc(Br)cc1 (stereo not drawn),1.3,-7.3,-1.7,-9.3,-18.2,-11.3,-5.2,19.8,-3.0,-5.2,-1.8
CNC(=O)c1cccn(Cc2ccc(C(F)(F)F)cc2)c1=O,-18.2,15.0,-87.9,1.3,-25.9,54.6,12.2,39.3,-2.3,-0.3,-26.4
CNP(=S)(NC)OCCOc1ccc(OC)cc1,-6.3,-5.3,-2.0,-0.6,-23.7,12.9,-11.9,-6.3,-17.4,-2.6,2.1
CC(=O)OC1CC(OC2C(O)CC(OC3C(O)CC(OC4CCC5(C)C(CCC6C5CCC5(C)C(C7=CC(=O)OC7)C(O)CC65O)C4)OC3C)OC2C)OC(C)C1OC1OC(CO)C(O)C(O)C1O (stereo not drawn),30.0,-5.8,73.9*,-7.8,44.2,98.4*,62.5*,81.5*,84.4*,-9.9,38.1
CC(=NCCCN1CCOCC1)c1c(O)n(Cc2ccccc2)c(=O)[nH]c1=O,2.1,-1.3,10.6,-5.5,1.1,-16.5,1.9,8.9,-4.9,-8.2,-15.5
CCC1(C)CC(CCNCc2ccc(N(C)C)cc2)(c2ccc(F)cc2)CCO1 (stereo not drawn),-5.2,-4.5,12.3,-0.3,-30.6,-3.4,3.3,-11.3,-23.1,-2.6,13.4
CCSc1nnc([C@@H](N)Cc2c[nH]c3ccccc23)o1,-8.7,9.9,9.7,3.1,-31.1,-21.0,-9.8,-3.6,6.6,0.2,-10.7
CN1CCN(c2ncnc3c2cnn3C)CC1,6.2,9.1,-5.0,13.9,17.7,-4.8,2.7,17.7,13.7,/,9.0
COc1ccc(C(O)c2ccccc2OP(=O)(N(C)C)N(C)C)cc1 (stereo not drawn),6.2,-0.5,-12.1,5.7,1.5,9.0,-10.1,4.0,-2.9,4.4,9.5
CN(C)CC#CCn1c2ccccc2c2ccccc21,/,29.5,10.9,0.8,-12.3,12.2,-27.1,8.2,7.2,/,-10.1
O=C(c1ccco1)N1Cc2ccccc2-n2nncc2C1,3.0,-2.5,-6.2,-4.7,-3.0,-23.5,-3.6,-17.7,-33.5,2.5,18.0
NC(=O)C1CCN(/C=C2\C(=O)NC(=O)N(Cc3ccco3)C2=O)CC1,1.1,0.0,13.1,1.1,3.6,9.3,4.1,6.8,-18.2,2.6,15.8
CC(C)c1ccc(-n2c(O)c(C=NC(CCS(C)=O)C(=O)O)c(=O)[nH]c2=S)cc1 (stereo not drawn),-4.8,1.4,9.2,-24.2,-13.3,-8.4,-9.4,11.3,9.9,-3.7,5.5
CCC12CN3CCN(CC(C3)C1O)C2 (stereo not drawn),7.4,10.2,8.2,-4.6,7.2,-13.6,-1.8,5.2,-14.8,-5.5,-3.5
CCOc1cc(CNCCc2c[nH]c3ccccc23)cc(Cl)c1OCC,-10.9,-7.1,2.5,1.6,17.2,0.2,1.7,7.9,-9.0,-11.7,-9.5
CCN(CC)S(=O)(=O)c1ccc(C)c(NCC(=O)Nc2ccc(C#N)c(Cl)c2)c1,27.9,6.4,34.6,-14.1,28.9,7.1,10.4,17.1,-11.4,7.3,-30.7
Cn1c(O)c(Cc2ccc(OCc3ccccc3)cc2)c(=O)n(C)c1=O,-7.6,-3.0,-17.2,-10.8,-20.9,-2.5,10.1,-38.9,-10.5,-12.2,-20.0
CCC(C)(O)C(=O)OC1C(=O)OC2CC3C(C)=CC(O)C(O)C3(C)C3C4(O)OCC23C1C(C)C4O (stereo not drawn),/,-33.1,75.1*,-2.9,44.2,96.6*,33.6,70.5*,53.0,/,29.3
Cc1sc2ncn(CC(=O)NCC(=O)N3CCC4(CC3)OCCO4)c(=O)c2c1C,1.6,2.0,3.2,-7.7,-9.0,-2.3,-10.3,12.5,-18.3,8.9,-44.6
CS(=O)(=O)NNP(=O)(NNS(C)(=O)=O)NC(=O)c1ccc(Br)cc1,-2.9,/,3.5,1.2,-3.1,0.6,-22.4,0.5,-11.1,6.4,-18.8
CC(C(O)c1ccccc1)N(C)CCn1cnc2c1c(=O)n(C)c(=O)n2C (stereo not drawn),3.4,-0.9,20.7,-1.6,21.7,11.6,3.0,5.4,3.1,-0.5,-3.9
